SW480 rereplic: inducers of DNA re-replication in SW480 colon cancer cells; SW480 DNA re-replication, Hoechst DNA content imaging, 48 h; Potency, µM (series often up to 46.1 µM), inactives show at the highest dose re-replication activation, most hits filed as activators; 340,000 tested, 1.8% active; AID 624297; note: % of control where 0% means no effect; nearly all actives have a fitted effect of over 55% in size
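Per well, 250 cells were exposed to pinned compound for 48 hr. Nuclear DNA was visualised with Hoechst (40 min, 37 C) and total object intensity recorded by fluorescence scanning.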
HT1080-NT tox: kills 2HG-producing HT-1080-NT fibrosarcoma cells. AID 686970. Potency, µM (top dose mostly 46.1 µM), for inactives: top-dose activity, negative = less viability, most hits filed as cytotoxic. 360,000 tested, 1.6% active. HT-1080-NT fibrosarcoma viability, CellTiter-Glo ATP luminescence, 48 h;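 note: NT is the 2HG producing partner of a matched IDH1 knockdown line; 0% = DMSO-treated cells and -100% = media-only wells without cells; nearly all actives have a fitted effect of over 55% in size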
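750 cells/well, RPMI + 5% FBS; 2 h settle, compound pin-transfer, 48 h at 37 degrees C. CellTiter-Glo 10 min RT, luminescence. Normalized to DMSO and media-only wells.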
TDP43 rescue: inhibitors of TDP-43 toxicity in yeast; TDP-43 expressing yeast growth rescue, BacTiter-Glo, 24 h; Potency, µM (top dose mostly 46.1 µM), inactives show at the highest dose growth rescue (activation), usual class: activators; 410,000 tested, 1.8% active; note: % of control where 0% means no effect; nearly all actives have a fitted effect of over 50% in size
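Cell-based yeast growth screen: TDP-43 expression induced in galactose, inoculum OD600=0.02 after raffinose pregrowth to mid-log. Read-out BacTiter-Glo luminescence at 24 hr, 30 deg C; inhibition of toxicity seen as signal increase.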
KB-V1 cytotox: kills drug-selected multidrug resistant KB-V1 cells; KB-V1 MDR cells viability, CellTiter-Glo, 72 h; Potency, µM (titrated, usually from 46.1 µM), inactives show at the highest dose activity change, negative = cytotoxicity, usual class: cytotoxic; 400,000 tested, 3.4% active; AID 1347076; note: % is set by controls: 0 for no effect and ±100 for the full control effect; nearly all actives have a fitted effect of over 60% in size
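qHTS viability screen in drug-selected KB-V1 MDR cells: 72 h compound treatment at 37 degrees C, ATP luminescence end point.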
KB-3-1 cytotox: KB-3-1 parental cell cytotoxicity | Potency, µM (series often up to 46.1 µM), inactives show at the top dose activity change, negative = cytotoxic, actives largely listed as cytotoxic | 400,000 tested, 1.4% active | KB-3-1 viability, CellTiter-Glo ATP luminescence, 72 h; note: % is set by controls: 0 for no effect and ±100 for the full control effect; nearly all actives have a fitted effect of over 60% in size
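Parental KB-3-1 viability, qHTS format: 72 h compound exposure, 37 °C; CellTiter-Glo; media-only wells and DMSO plates as controls; concentration-effect fits on corrected data.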
GLP-1R agonist: activates the human GLP-1 receptor. P43220. HEK293 GLP-1R CRE-luciferase, luminescence, 4-6 h; cells express a hypersensitive GLP-1R form. Potency, µM (series often up to 45.6 µM), for the others: at the highest dose activation, usual class: activators. 380,000 tested, 0.007% active. AID 624172; note: % of control where 0% means no effect
Target sequence (P43220 whole entry, looked up): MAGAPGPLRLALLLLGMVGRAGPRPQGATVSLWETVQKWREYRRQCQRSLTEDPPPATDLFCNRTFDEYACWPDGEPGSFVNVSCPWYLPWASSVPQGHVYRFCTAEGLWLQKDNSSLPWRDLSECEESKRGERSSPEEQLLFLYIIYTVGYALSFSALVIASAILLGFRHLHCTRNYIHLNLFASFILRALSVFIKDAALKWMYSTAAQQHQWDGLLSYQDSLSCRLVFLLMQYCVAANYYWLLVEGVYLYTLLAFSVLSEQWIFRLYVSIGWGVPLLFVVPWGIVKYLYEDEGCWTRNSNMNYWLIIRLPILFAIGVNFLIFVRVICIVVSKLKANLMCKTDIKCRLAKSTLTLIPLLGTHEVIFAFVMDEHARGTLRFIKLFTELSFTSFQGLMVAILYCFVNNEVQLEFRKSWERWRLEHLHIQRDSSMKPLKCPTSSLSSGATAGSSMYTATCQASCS
HT1080 IDH1KD tx: toxicity to HT-1080 IDH1 knockdown cells (counter line); 360,000 tested, 2% active; Potency, µM (titrated, usually from 46.1 µM), for the others: at the highest dose activity, negative = toxicity, hits mostly cytotoxic; HT-1080 IDH1 knockdown viability, ATP luminescence, 48 h;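 note: 0% = DMSO wells and -100% = cell-free medium wells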
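HT-1080-IDH1KD cells (IDH1 knocked down), 750/well in RPMI with 5% FBS, treated with compound 48 h at 37 degrees C. Viability by CellTiter-Glo luminescence, normalised to DMSO and no-cell wells; concentration-response curves classed.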
GLP1R cytotox: cytotoxicity in counter-screen for GLP-1R inverse agonists | Potency, µM (top dose mostly 38.3 µM), without a hit: at the top dose activity change, negative = inhibition, usual class: inhibitors | HEK293 cAMP-luciferase reporter cells, luminescence, 24 h | 410,000 tested, 0.13% active;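 note: loss of luciferase light is scored as toxicity; % is set by controls: 0 for no effect and ±100 for the full control effect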
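Quantitative HTS format, 1536 wells, 200 cells/uL seeded. Compounds: 23 nL, 24 h, 37 °C. Detection: luciferase reagent, luminescence at 12 min RT; decreased signal taken as cytotoxic.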
GLP-1R inv ag: inverse agonists of human GLP-1 receptor; P43220; HEK293 GLP-1R CRE-luciferase, luminescence, 24 h; GLP-1R form is constitutively active; Potency, µM (series often up to 38.3 µM), for the others: at the highest dose activity change, negative = inhibition, actives largely listed as inhibitors; 410,000 tested, 1.6% active; AID 624417; note: % is set by controls: 0 for no effect and ±100 for the full control effect; nearly all actives have a fitted effect of over 55% in size
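Seeding at 200 cells/uL, 12 h culture, 24 hr compound treatment, then luciferase reagent and a luminescence read; cells are HEK293 stably expressing a constitutively active GLP-1R plus cAMP-responsive luciferase.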
* marks the source's active call; other numbers are inactive results; ? = inconclusive; nt = no result given; ! = a repeat was not active; [ ] = another dose, or the depositor's remark. Calls come from the whole dose curve; as a rule, active = well fitted curve in the direction sought with a large enough effect; inconclusive = small, poorly fitted or top-dose-only effect, or another doubt; inactive = no such curve, though single readings can be large; an effect the other way counts as inactive or inconclusive. Potency is the fitted concentration of half-maximal effect.

| structure | SW480 rereplic | HT1080-NT tox | TDP43 rescue | KB-V1 cytotox | KB-3-1 cytotox | GLP-1R agonist | HT1080 IDH1KD tx | GLP1R cytotox | GLP-1R inv ag |
| --- | --- | --- | --- | --- | --- | --- | --- | --- | --- |
| CCNC(=O)Cc1ccc(S(=O)(=O)N2CCOCC2)s1 | -1.7% | 0.6% | 2.9% | 0.6% | 0.0% | -3.1% | 5.0% | 1.8% | 12.8% |
| Cc1cccc(N2CC(c3nc4ccccc4n3CCC3CCCCC3)CC2=O)c1 (stereo not drawn) | nt | nt | ? | -18.3% | ? | nt | nt | -1.4% | 2.1% |
| CCN(CC)c1ccc(NC(=O)c2cc(CN3CCCC3)on2)c(C)c1 | nt | nt | 0.6% | -2.0% | 0.0% | nt | nt | -9.7% | ? |
| CCC(C(=O)NC1CCCCC1)N(Cc1cccs1)C(=O)c1snc(C(N)=O)c1N (stereo not drawn) | 1.3% | -1.9% | -9.2% | -0.4% | 8.5% | 8.7% | -0.9% | 10.3% | 6.4% |
| Cc1ccc(CNC(=O)C2CCN(Cc3nc(-c4ccccc4C)oc3C)CC2)cc1 | nt | nt | 7.2% | -11.2% | -8.4% | nt | nt | -1.8% | -5.0% |
| COc1cc(CNc2ncnc3c2ncn3[C@H]2CN(Cc3ccc(F)cc3)C[C@@H](CO)O2)cc(OC)c1OC | nt | 18.6% | 3.2% | 4.8% | 0.0% | -8.9% | 2.8% | -14.0% | 14.7% |
| Cc1ccc(C)c(S(=O)(=O)N2CCCOC2CNC(=O)C(=O)NCc2ccc3c(c2)OCO3)c1 (stereo not drawn) | -2.0% | -2.4% | 2.3% | ? | -11.4% | -2.4% | -15.6% | 15.9% | -17.7% |
| COc1ccc(OCC(=O)Nc2cccc(-c3nc4ccccc4s3)c2C)cc1 | nt | nt | -8.5% | 0.0% | -6.7% | nt | nt | 4.9% | 22.6% |
| CC(=O)NCCC1CCN(c2nc3nonc3nc2N(C)Cc2ccccc2)CC1 | -4.4% | -0.3% | 11.5% | -3.7% | -6.6% | -2.8% | -6.3% | -10.3% | 10.7% |
| CC1CCCC(C)N1C(=O)CN1C(=O)NC2(CCOc3ccccc32)C1=O (stereo not drawn) | -7.5% | -11.4% | -24.2% | -19.3% | -1.1% | 13.4% | -14.0% | -12.6% | ? |
| O=Cc1cn(CC(=O)N2CCOCC2)c2ccccc12 | 2.6% | -1.5% | -23.0% | 15.3% | -9.4% | -8.3% | 1.6% | 2.3% | -15.8% |
| O=C(CSc1nc2ccccc2c(=O)n1-c1ccc(F)cc1)NC1CCS(=O)(=O)C1 (stereo not drawn) | -1.7% | -2.7% | -2.1% | -13.0% | -4.7% | 3.3% | -2.8% | 7.8% | 2.7% |
| O=C(O)c1ccc(CCCc2ccccc2)cc1 | -0.7% | 2.9% | ? | -2.1% | 12.4% | -1.4% | 0.3% | 4.2% | 14.5% |
| CN(Cc1cc(-c2ccccc2)on1)C(=O)c1cc(COc2c(F)cccc2F)on1 | -4.5% | -0.6% | 8.2% | -14.4% | -2.0% | 18.9% | -15.0% | -4.1% | ? |
| O=C(O)c1ccccc1C(=O)Nc1cc(-c2ccccc2)[nH]n1 | -0.8% | 4.2% | 22.6% | 15.3% | 15.7% | 0.4% | 16.9% | 0.2% | 4.4% |
| CC(=O)c1cnc(Nc2ccccc2)s1 | 4.5% | 0.7% | 4.2% | 0.0% | -21.8% | 13.0% | -6.1% | -5.2% | 90.3%[activator] |
| COc1ccccc1/C=C1\Oc2cc(OC(=O)N3CCOCC3)ccc2C1=O | ? | -5.3% | 2.8% | -10.7% | -4.7% | 3.8% | -0.2% | 3.8% | 9.5% |
| Cc1cc(NC(=O)COc2ccc(Cl)cc2Cl)n(CCC#N)n1 | -0.6% | -14.8% | -6.1% | ? | -3.7% | 7.0% | 7.0% | -9.1% | 6.6% |
| OC(Cc1cccc(Br)c1)c1ncc(-c2ccccc2C(F)(F)F)[nH]1 (stereo not drawn) | nt | ? | 23.1% | ? | 1.4% | 5.1% | ? | -12.2% | ? |
| CCN1C(=O)C(=O)N(CC(=O)NC(C)CCc2ccccc2)C1=O (stereo not drawn) | -17.3% | 6.3% | 11.2% | ? | 2.4% | 1.7% | 5.9% | -26.8% | -10.3% |

Next part, overlapping the part above by three compounds.
| structure | SW480 rereplic | HT1080-NT tox | TDP43 rescue | KB-V1 cytotox | KB-3-1 cytotox | GLP-1R agonist | HT1080 IDH1KD tx | GLP1R cytotox | GLP-1R inv ag |
| --- | --- | --- | --- | --- | --- | --- | --- | --- | --- |
| Cc1cc(NC(=O)COc2ccc(Cl)cc2Cl)n(CCC#N)n1 | -0.6% | -14.8% | -6.1% | ? | -3.7% | 7.0% | 7.0% | -9.1% | 6.6% |
| OC(Cc1cccc(Br)c1)c1ncc(-c2ccccc2C(F)(F)F)[nH]1 (stereo not drawn) | nt | ? | 23.1% | ? | 1.4% | 5.1% | ? | -12.2% | ? |
| CCN1C(=O)C(=O)N(CC(=O)NC(C)CCc2ccccc2)C1=O (stereo not drawn) | -17.3% | 6.3% | 11.2% | ? | 2.4% | 1.7% | 5.9% | -26.8% | -10.3% |
| COc1ccc(CCN2CN(S(=O)(=O)c3ccccc3)c3nc4ccccc4nc32)cc1 | -7.2% | -4.7% | 11.7% | ? | -2.3% | -9.0% | -2.2% | 3.2% | 24.2% |
| N#Cc1nc(Cc2cccc3ccccc23)oc1NCCCn1ccnc1 | 22.9% | -26.2% | 2.6% | -3.2% | -16.4% | 32.5% | -23.7% | 6.3% | ? |
| CCOC(=O)N1CCC(NC(=O)C2=CCN(S(=O)(=O)c3ccc(OC)cc3)CC2)CC1 | 18.7% | 1.6% | -2.4% | -0.8% | 12.9% | 5.5% | -0.2% | -6.2% | 0.0% |
| CCCN(Cc1cccs1)C(=O)Nc1cc(C)cc(C)c1 | nt | nt | 7.1% | -24.2% | -12.7% | nt | nt | 3.9% | ? |
| O=C(c1ccccc1)c1ccc(Cn2cc(-c3ccccc3)nn2)cc1 | 0.0% | -8.8% | 24.9% | 0.651µM*! | ? | 10.3% | -15.3% | 11.3% | ? |
| CCOC(=O)[C@]12CCCC=C1N(Cc1ccco1)C(=O)[C@H](CC(=O)NCc1ccc(OC)c(OC)c1)C2 | nt | 14.0% | 13.9% | -17.4% | 14.2% | 13.8% | 10.4% | 2.1% | 31.9%[activator] |
| COc1ccc(S(=O)(=O)N(C)CC(=O)Nc2c(F)cccc2F)cc1 | 18.4µM* | 3.8% | -4.3% | ? | 16.2% | 4.6% | -1.0% | 0.9% | -9.5% |
| Cc1cc(=O)n(CCC(=O)O)c2ccccc12 | -7.6% | 12.8% | 0.3% | 0.0% | -3.0% | -11.4% | 7.3% | 1.6% | 7.4% |
| COc1ccc(CNC(=O)c2ccc(N3CCC4(CC3)CC(c3ccc(Cl)cc3)=NO4)c(NC(=O)c3ccccc3)c2)cc1 | -6.3% | 11.2% | 4.9% | 7.6% | -9.7% | -0.8% | 9.4% | 2.7% | 17.4% |
| Cc1noc(C)c1S(=O)(=O)N1CCC(C(=O)N2CCN(c3ccc(Cl)cc3)CC2)CC1 | -1.7% | -6.3% | 1.8% | -6.2% | -14.5% | -1.5% | -14.7% | 66.1%[activator] | ? |
| O=C(CCSc1ccc(Cl)cc1)N1CCN(S(=O)(=O)c2ccccc2)CC1 | 5.3% | -8.4% | ? | 20.6µM* | -27.0% | -3.0% | -10.7% | -30.2% | ? |
| CC1(C)NC(=O)N(CCOc2ccc3c(c2)CCC3)C1=O | -10.1% | -0.3% | -10.3% | -3.3% | 3.9% | -7.9% | 0.5% | -2.6% | 1.0% |
| Cc1ccc(C)c2sc(NC(=O)c3ccc(S(=O)(=O)N4CCC(C)CC4)cc3)nc12 | nt | nt | 18.4% | 11.1% | -1.6% | -4.2% | nt | -1.8% | -21.2% |
| N#Cc1ccccc1NC(=O)CN1CCN(Cc2ccccc2)CC1 | -2.2% | 7.6% | 13.0% | -2.8% | 7.7% | 8.7% | 13.7% | -1.5% | 5.2% |
| Cc1ccsc1C1NC(=O)c2c(sc3c2CCCC3)N1 (stereo not drawn) | -2.5% | 9.0% | -15.5% | 14.6µM* | -1.8% | 0.2% | 8.3% | -1.3% | -3.5% |
| Cc1nc(Nc2ccc(S(N)(=O)=O)cc2)sc1-c1ccccc1 | 13.3% | ? | -5.9% | 1.9% | -3.8% | 29.6% | ? | -20.8% | -14.0% |
| O=c1oc2ccc(NS(=O)(=O)c3cccc4cccnc34)cc2s1 | 16.8% | -14.8% | -24.3% | 3.7% | -5.7% | 1.6% | -12.8% | -4.2% | -27.6% |
| COc1ccc([N+](=O)[O-])cc1NC(=O)C(C)OC(=O)C1CC(=O)N(Cc2ccco2)C1 (stereo not drawn) | -5.2% | -0.4% | 0.0% | 3.0% | -7.1% | 2.4% | -4.6% | 0.5% | 5.3% |
| COc1ccc(C(=O)NC(=O)COC(=O)C2CC2C)cc1 (stereo not drawn) | 1.5% | 17.2% | 26.2% | 6.6% | 21.5% | -2.8% | 19.8% | 2.9% | 0.2% |
| COc1ccccc1Nc1nc(-c2sc(NC(=O)CC(C)C)nc2C)cs1 | ? | ? | 24.8% | 4.4% | ? | -0.4% | -26.7% | -10.9% | -5.2% |
| CCCCN1C(=O)C(CC(=O)NCCc2ccccn2)CC(C(=O)N2CCOCC2)=C1C (stereo not drawn) | nt | 0.4% | 16.2% | 0.1% | -5.8% | -1.7% | 0.1% | 4.6% | 13.4% |
| CC1=C(C(=O)N2CCN(C(=O)c3ccco3)CC2)C2(CCC(C)CC2)OC1=O (stereo not drawn) | -1.9% | 16.0% | 15.8% | 2.3% | 11.6% | -3.1% | 7.0% | -9.4% | 9.2% |
| Cn1c(C(=O)O)c(C=O)c2ccccc21 | 1.2% | 7.7% | -15.5% | -3.5% | 0.7% | -0.7% | 0.6% | -13.5% | -17.7% |
| O=C1CCC(=O)N1OCCCCOc1ccccc1 | -8.2% | 7.9% | 3.8% | 4.8% | 1.9% | 9.6% | -0.6% | -1.5% | 1.1% |

From PubChem
